TRPML3 agonist – human mucolipin-3 channel agonism. Q8TDD5. HEK293 TRPML3-YFP, Fluo-8 calcium fluorescence; 100% = the carbachol control signal. activation, % at 3 µM. hit rate 0.29% among 220,000;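 active = activation above its plate's cutoff, the mean activation of the plate's test wells plus 3 SD, cut at about 12% in these data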;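 also: 0% = DMSO only wells and 100% = carbachol wells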
Target sequence (Q8TDD5 whole entry, looked up): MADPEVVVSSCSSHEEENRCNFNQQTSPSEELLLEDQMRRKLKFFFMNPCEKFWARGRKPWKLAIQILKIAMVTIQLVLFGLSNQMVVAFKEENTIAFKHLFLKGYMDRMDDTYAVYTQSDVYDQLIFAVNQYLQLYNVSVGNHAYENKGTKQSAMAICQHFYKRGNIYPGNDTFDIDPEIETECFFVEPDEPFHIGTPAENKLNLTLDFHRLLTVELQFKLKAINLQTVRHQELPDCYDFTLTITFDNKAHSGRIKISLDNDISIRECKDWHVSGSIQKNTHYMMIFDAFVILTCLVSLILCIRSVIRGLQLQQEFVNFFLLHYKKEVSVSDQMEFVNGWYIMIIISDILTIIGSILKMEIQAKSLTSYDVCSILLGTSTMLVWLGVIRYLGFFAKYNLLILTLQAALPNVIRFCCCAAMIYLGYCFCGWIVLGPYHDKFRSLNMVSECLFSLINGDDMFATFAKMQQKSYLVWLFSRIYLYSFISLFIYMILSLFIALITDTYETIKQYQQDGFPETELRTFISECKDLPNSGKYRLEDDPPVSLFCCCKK
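Material: TRPML3-YFP stable HEK293 cells | Dosing: One concentration, 3 µM nominal, 0.3% DMSO | Timing: 125 s total fluorescence read per well | Technique: Fluo-8 calcium dye fluorescence, ex 470-495, em 515-575 nm | Measure: Percent activation from peak-to-basal fluorescence ratio, scaled between DMSO and carbachol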
Wee1 degr inh – inhibitors of human Wee1 degradation; AID 1321; reporter increase, % at 5 µM; HeLa Luc-Wee1K328M stability, luciferase luminescence; 100% = proteasome inhibitor MG132 effect; P30291; hit rate 1.2% among 220,000;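 active = activation above the mean of all tested compounds plus 3 SD, set per screening run, cut at about 8.8% in these data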;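 also: cells exposed to compound for 20 h before luminescence read; 0% = DMSO alone and 100% = MG132 at 30 µM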
PPC-1+TRAIL kill – PPC-1 cancer cell killing with TRAIL present. PPC-1 cells + TRAIL, ATPLite viability luminescence. cell killing (% activity), % at 4 µM. hit rate 0.41% among 220,000. AID 1443;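 active = cell killing above 50% in the first pass at 4 µM, then a duplicate retest at 5 µM averaging 50% or more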;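 also: plate controls were cells with TRAIL plus DMSO for no effect and medium-only wells lacking cells for full effect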
TNF death inh – blocks TNF-alpha induced death of Jurkat FADD-/- cells. Jurkat FADD-/- TNF necroptosis rescue, ATP luminescence, 24 h; 0 = TNF only, 100 = no-TNF cells. activation (protection from cell death), % at 10 µM. hit rate 0.068% among 220,000. AID 463075;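 active = activation, meaning protection from cell death, of at least 50% relative to plate controls; inactive = activation below 50%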;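 also: necroptosis triggered by 40 ng/mL TNF-alpha added together with compound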
RBBP9 inhibitor – blocks human serine hydrolase RBBP9; O75884; recombinant RBBP9, FP-Rh probe fluorescence polarization; inhibition, % at 7.94 µM; hit rate 0.2% among 220,000; AID 1515;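 active = inhibition above the campaign mean of all tested compounds plus 3 SD, cut at about 14% in these data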;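 also: plate controls were DMSO wells with RBBP9 for no effect and wells lacking RBBP9 protein for full effect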
Target sequence (O75884 whole entry, looked up): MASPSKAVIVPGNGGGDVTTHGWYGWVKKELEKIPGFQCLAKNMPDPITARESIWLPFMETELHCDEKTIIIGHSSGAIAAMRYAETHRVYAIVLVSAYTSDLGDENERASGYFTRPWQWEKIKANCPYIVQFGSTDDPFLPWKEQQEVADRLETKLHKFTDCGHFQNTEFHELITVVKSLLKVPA
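System: RBBP9 protein / Buffer or medium: Tris/NaCl buffer pH 8.0 with 0.1% Pluronic / Probe or stimulus: Serine-hydrolase probe FP-Rh, 375 nM pre-mixing / Dosing: 7.94 µM single dose, 0.794% DMSO / Times: enzyme-compound preincubation 30 min, then probe labeling 45 min, 25 °C / Technique: fluorescence polarization (mP), excitation 525 nm, emission 598 nm / Replication: singlicate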
BaF3 parental – parental Ba/F3 viability inhibition as JAK2V617F counter-screen. inhibition, % at 5.6 µM. hit rate 1.1% among 220,000. CellTiter-Glo ATP luminescence;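 active = inhibition above a per-campaign cutoff, the mean inhibition of all tested compounds plus 3 SD, cut at about 27% in these data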;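 also: 0% = DMSO wells and 100% = JAK Inhibitor I control wells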
CHOP inhibitor – blocks CHOP induction under ER stress; CHO-K1 CHOP-promoter luciferase, tunicamycin-induced, 15-18 h; inhibition, % at 10 µM; hit rate 3.8% among 220,000;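 active = compounds that reduced the stress-induced luciferase reporter signal by more than about 70% of percent inhibition, limit read from the data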;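 also: 0% = tunicamycin plus vehicle and 100% = wells without tunicamycin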
Ba/F3 V617F tox – lowers viability of Ba/F3 cells expressing EpoR and JAK2V617F | hit rate 1.1% among 220,000 | ATP luminescence | AID 1446 | inhibition, % at 5.6 µM;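 active = inhibition above the campaign mean plus 3 SD over all tested compounds, cut at about 24% in these data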;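 also: cytokine-independent growth of Ba/F3 cells driven by EpoR plus mutant JAK2; 0% = DMSO-treated cells and 100% = JAK inhibitor I control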
zfTRPN1 agonist – zebrafish TRPN1 (NompC) channel agonism; activation, % at 3 µM; hit rate 0.18% among 220,000; HEK293 zebrafish TRPN1-YFP, Fluo-8 calcium fluorescence; 100% = response to 87 µM carbachol;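 active = activation above its plate's cutoff, the mean activation of test wells on that plate plus 3 SD, cut at about 19% in these data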;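 also: 0% = DMSO alone and 100% = 87 µM carbachol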
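Material: zebrafish TRPN1-YFP in HEK293 cells. Doses: one dose of 3 µM, 0.3% DMSO. Incubation: dye 1 h 37 °C plus 30 min RT. Measured by: intracellular calcium fluorescence with Fluo-8.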
Numbers without * were called inactive; / = no result given.

SMILES	TRPML3 agonist	Wee1 degr inh	PPC-1+TRAIL kill	TNF death inh	RBBP9 inhibitor	BaF3 parental	CHOP inhibitor	Ba/F3 V617F tox	zfTRPN1 agonist
Cc1cccc(C2c3[nH]c4ccccc4c3CCN2C(=O)c2cc(-c3cccn3C)n[nH]2)n1 (centres undefined)	-0.1	-1.1	-11.4	-0.4	-0.2	-3.7	56.2	-3.6	-0.9
CC12CCC(c3c1nc1ccccc1[n+]3[O-])C2(C)C (centres undefined)	0.7	-2.1	11.0	1.6	-6.9	3.5	7.5	-4.7	1.9
O=C(COC(=O)c1ccc(N2CCCC2=O)cc1)NCc1ccco1	0.9	-0.5	15.5	-0.1	-4.3	5.6	7.6	0.9	0.4
CCN(CC)CC(=O)Nc1ccc(Oc2ccc(NC(=O)CN(CC)CC)cc2)cc1	1.2	-1.9	-5.5	-1.3	3.6	13.5	-8.7	4.9	0.9
Cc1ccc(CC(=O)NC2CCSC2=O)cc1 (centres undefined)	-0.2	-2.4	20.4	3.5	-8.3	-1.3	11.9	-5.6	1.9
COc1ccccc1C1OC(c2cccc([N+](=O)[O-])c2)=NN1C(C)=O (centres undefined)	1.1	-1.4	-5.4	0.7	-4.4	6.9	-0.7	4.1	1.8
Cc1ccc(/C(O)=C2\C(=O)C(=O)N(CCCN(C)C)C2c2ccccn2)cc1 (centres undefined)	0.0	-2.0	/	-1.2	3.2	7.7	/	2.8	0.9
COc1ccc(-n2c(=O)c3ccccc3n(CC(=O)NC3CCCCC3)c2=O)cc1	0.8	-0.9	21.9	0.8	0.0	0.3	14.7	-3.8	-1.1
COc1ccc(NC(=O)c2cc3cccc(OC)c3oc2=Nc2ccc(C(=O)O)cc2)cc1OC	-1.2	-1.5	4.6	-5.7	1.4	5.0	102.9*	0.2	0.4
COC(=O)COc1ccc(S(=O)(=O)NCc2ccncc2)cc1	2.7	4.8	12.9	-4.4	0.6	2.3	36.7	0.6	4.0
NC(=O)CC[C@@H]1NC(=O)[C@@H]2CCCN2C(=O)c2cc([N+](=O)[O-])cc(I)c2NCCC[C@@H](C(N)=O)NC1=O	0.3	-3.0	2.7	1.3	-7.8	6.0	1.3	-0.4	0.8
Cc1ccc2nc3sc(C(=O)Nc4ccc(N5CCOCC5)cc4)c(N)c3cc2c1	0.8	-2.0	17.8	-0.3	2.7	4.5	-55.8	-1.1	1.9
Cc1cc(-c2ccccc2)oc(=O)c1NC(=O)c1ccccc1	1.2	0.2	5.8	0.4	3.7	0.9	-20.0	-4.3	0.6
CNC(=S)Nc1ccc(OC(F)(F)F)cc1	0.1	2.8	6.9	0.1	4.0	-1.3	8.4	-5.8	-0.1
O=C(CC12CC3CC(CC(Br)(C3)C1)C2)OCCN1CCCCC1	1.1	-1.2	5.6	0.3	-11.4	4.5	28.8	1.6	1.5
Cc1ccc(OCCN2C(=O)C(=O)c3cc(C)ccc32)cc1	-0.5	-2.7	/	-4.2	-5.2	7.1	-29.5	24.8*	0.4
Cn1c(=O)c2c(nc(CN3CCOCC3)n2CCCO)n(C)c1=O	1.3	-0.6	18.8	1.0	-8.6	0.9	10.4	-0.3	2.1
Cc1ccc(S(=O)(=O)ON2C(=O)c3ccccc3C2=O)c(C)c1	0.6	-1.2	17.1	1.3	-3.7	2.1	93.6*	-0.4	0.6
O=C1Nc2ccc(S(=O)(=O)N3CCCC3C(=O)O)c3cccc1c23 (centres undefined)	0.1	-1.4	-18.0	4.1	-7.1	-2.7	22.0	-2.2	0.6
COc1ccc(NC(=O)CC(NCc2ccccn2)C(=O)O)cc1 (centres undefined)	0.1	5.1	14.9	-0.2	-3.6	3.6	-0.4	1.5	0.6
O=C(CC1C(=O)N(c2ccccc2)C(=S)N1c1ccccc1)c1ccccc1 (centres undefined)	0.2	-1.0	-6.4	5.2	-3.7	12.6	13.1	1.7	-0.5
COC(C(=O)Nc1ccc(Br)cc1F)c1ccccc1 (centres undefined)	0.2	-1.6	18.5	90.6*	-2.5	0.7	11.9	3.3	0.3
Cc1ccc(NC(=O)NC2CCCN2S(=O)(=O)c2ccc(Cl)cc2)cc1 (centres undefined)	-0.2	0.4	6.7	-0.1	-6.4	2.2	19.7	-3.2	-0.4
NC(=NC(=O)c1ccccc1)N1CCN(C(c2ccccc2)c2ccccc2)CC1	0.9	-1.1	-14.6	1.2	-4.8	1.3	69.8	-2.5	0.5
O=C1CSCN1c1cc(Cl)ccc1Cl	0.8	0.6	11.7	0.7	-0.1	-1.8	11.5	-2.8	-0.1
O=C(NC1CCCCC1)Oc1cccc2ccccc12	0.7	-1.4	15.8	0.6	-6.2	3.8	13.2	-2.8	1.2
CCc1nnc(NC(=O)CCC(=O)NCc2ccc(OC)cc2)s1	0.5	-1.9	-3.8	2.1	-2.2	-4.3	-6.8	-2.8	0.1
O=C(CSc1ccc(Cl)cc1)N/N=C/c1cccnc1	0.0	-2.3	4.8	-0.2	-6.8	1.0	9.9	3.0	0.6
C=CCNC(=O)COC(=O)CCC(=O)c1cccs1	1.2	0.7	-2.3	4.2	6.6	-1.2	6.3	-1.2	0.4
COc1ccccc1NC(=O)Nc1ccncc1	1.2	0.6	/	-2.4	2.4	7.8	-20.6	-2.1	0.7
CCOC(=O)CSc1n[nH]c(NC(=O)c2cccc(C)c2)n1	0.7	1.8	7.4	-2.1	3.8	5.4	10.7	-3.4	0.5
Cc1c(CC(=O)O)c(=O)oc2c(C)c(OCc3nn[nH]n3)ccc12	0.2	1.5	7.8	-0.1	-1.0	-1.8	8.8	-0.2	0.1
Cn1c(CN2CCN(C(=O)c3ccccc3Cl)CC2)nc2cc([N+](=O)[O-])ccc21	0.0	0.4	9.6	3.3	-3.2	6.9	-10.2	4.0	0.2
CC(=O)CC(=O)Nc1ccccc1NC(C)=O	0.2	4.9	15.1	-1.9	-0.6	2.4	20.4	-4.2	-0.6
Cc1ccc(CNC(=O)CCC2CCCN(Cc3cc4ccccc4o3)C2)o1 (centres undefined)	0.8	4.8	-14.6	0.5	1.6	5.7	19.9	1.3	1.5
O=[N+]([O-])c1ccc(CSc2nnc(Cc3ccccc3)o2)cc1	-0.8	-1.7	-4.3	8.1	-3.2	-0.7	20.1	0.6	-3.5
O=C(N/N=C/c1ccccc1O)/C(=C/c1ccccc1)CCO	0.9	-0.2	31.5	-9.0	8.1	8.9	56.7	2.6	-0.5
CN(C)Cc1cc2ccccc2c2c1COC2	1.6	-1.6	19.6	2.1	-4.0	-0.2	-1.0	0.1	0.4
C=CCn1c(-c2ccc(OC)cc2)csc1=Nc1c(C)n(C)n(-c2ccccc2)c1=O	0.4	-2.4	1.6	-5.6	-1.8	-1.0	40.4	-2.3	0.8
Cc1cc(C(C)(C)C)cc(S(=O)(=O)NCCO)c1C	1.0	-2.3	13.0	-1.2	-2.1	3.8	2.1	-0.1	-1.0
COc1ccc(C(=O)C(CN2CCOCC2)c2ccccc2)cc1 (centres undefined)	-0.4	1.7	-12.6	-22.2	-15.2	41.8*	-42.4	90.1*	0.1
Cc1sc(NC(=O)c2cc3ccccc3oc2=O)c(C(=O)OC(C)C)c1-c1ccccc1	0.3	0.7	25.5	0.2	2.6	1.2	-26.1	-1.8	-0.4
CCCNC(=O)c1ccccc1NC(=O)CN(c1ccccc1)S(=O)(=O)N(C)C	-0.8	-3.2	-7.7	1.6	-6.8	3.3	13.7	2.7	1.1
CCCC(=O)Nc1c2c(nc3ccccc13)N(c1ccccc1)CC2	0.0	0.5	0.5	0.9	-7.6	2.5	57.3	-2.8	2.0
CCCn1c(SCC(=O)NC(=O)Nc2ccc(C)cc2C)n[nH]c1=O	0.9	-0.3	-2.6	-2.7	-5.1	2.4	-5.3	-3.4	-0.9

Part of the list above in order of SMILES length, low to high:
SMILES	TRPML3 agonist	Wee1 degr inh	PPC-1+TRAIL kill	TNF death inh	RBBP9 inhibitor	BaF3 parental	CHOP inhibitor	Ba/F3 V617F tox	zfTRPN1 agonist
O=C1CSCN1c1cc(Cl)ccc1Cl	0.8	0.6	11.7	0.7	-0.1	-1.8	11.5	-2.8	-0.1
COc1ccccc1NC(=O)Nc1ccncc1	1.2	0.6	/	-2.4	2.4	7.8	-20.6	-2.1	0.7
Cc1ccc(CC(=O)NC2CCSC2=O)cc1 (centres undefined)	-0.2	-2.4	20.4	3.5	-8.3	-1.3	11.9	-5.6	1.9
CC(=O)CC(=O)Nc1ccccc1NC(C)=O	0.2	4.9	15.1	-1.9	-0.6	2.4	20.4	-4.2	-0.6
C=CCNC(=O)COC(=O)CCC(=O)c1cccs1	1.2	0.7	-2.3	4.2	6.6	-1.2	6.3	-1.2	0.4
COC(=O)COc1ccc(S(=O)(=O)NCc2ccncc2)cc1	2.7	4.8	12.9	-4.4	0.6	2.3	36.7	0.6	4.0
O=C1Nc2ccc(S(=O)(=O)N3CCCC3C(=O)O)c3cccc1c23 (centres undefined)	0.1	-1.4	-18.0	4.1	-7.1	-2.7	22.0	-2.2	0.6
O=C(CC1C(=O)N(c2ccccc2)C(=S)N1c1ccccc1)c1ccccc1 (centres undefined)	0.2	-1.0	-6.4	5.2	-3.7	12.6	13.1	1.7	-0.5
COc1ccccc1C1OC(c2cccc([N+](=O)[O-])c2)=NN1C(C)=O (centres undefined)	1.1	-1.4	-5.4	0.7	-4.4	6.9	-0.7	4.1	1.8
Cn1c(CN2CCN(C(=O)c3ccccc3Cl)CC2)nc2cc([N+](=O)[O-])ccc21	0.0	0.4	9.6	3.3	-3.2	6.9	-10.2	4.0	0.2

Following part
SMILES	TRPML3 agonist	Wee1 degr inh	PPC-1+TRAIL kill	TNF death inh	RBBP9 inhibitor	BaF3 parental	CHOP inhibitor	Ba/F3 V617F tox	zfTRPN1 agonist
Cc1cccc(C)c1NC(=O)c1sccc1SCC#N	0.1	-1.6	14.9	-4.7	-5.3	-3.1	5.6	-3.7	-0.6
O=C1c2ccccc2NC2(CCCC2)N1N=C1CCCC1	0.4	0.1	34.9	0.5	0.2	2.1	13.3	-4.6	1.9
Cc1ccc(OCC(=O)N/N=C\c2c(C)[nH]n(-c3ccccc3)c2=O)c([N+](=O)[O-])c1	0.1	-1.7	23.0	-4.2	-2.3	7.3	16.9	1.8	-0.9
Cc1ccc(N=c2ssnc2Cl)cc1	0.6	-1.6	3.8	-1.3	-10.9	4.8	5.0	1.6	-0.8

Source: PubChem BioAssay
